Screening results as filed in PubChem.
CRFBP-R2 agonist – agonists of human CRF-binding protein/CRF-R2 receptor complex. activation, % at 13.2 µM. actives 0.46% (n = 350,000). HEK293 CRF-R2/CRF-BP, calcium dye fluorescence (FLIPR); percent of saturating CRF peptide response;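 active = activation of at least 50%, plus an integration ratio under a set limit after plate pattern correction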;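 note: plate controls were neutral control wells without compound for no effect and CRF at EC100 for full effect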
CHRM4 antagonist – blocks acetylcholine activation of human M4 receptor | inhibition, % at 3 µM | CHO-hM4 cells, ACh EC80, Fluo-8 calcium fluorescence | actives 0.73% (n = 360,000);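 active = inhibition above its plate's cutoff, the mean inhibition of sample wells plus 3 SD, cut at about 27% in these data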;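 note: 0% = acetylcholine EC80 with DMSO and 100% = DMSO without agonist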
Target sequence (P08173 whole entry, looked up): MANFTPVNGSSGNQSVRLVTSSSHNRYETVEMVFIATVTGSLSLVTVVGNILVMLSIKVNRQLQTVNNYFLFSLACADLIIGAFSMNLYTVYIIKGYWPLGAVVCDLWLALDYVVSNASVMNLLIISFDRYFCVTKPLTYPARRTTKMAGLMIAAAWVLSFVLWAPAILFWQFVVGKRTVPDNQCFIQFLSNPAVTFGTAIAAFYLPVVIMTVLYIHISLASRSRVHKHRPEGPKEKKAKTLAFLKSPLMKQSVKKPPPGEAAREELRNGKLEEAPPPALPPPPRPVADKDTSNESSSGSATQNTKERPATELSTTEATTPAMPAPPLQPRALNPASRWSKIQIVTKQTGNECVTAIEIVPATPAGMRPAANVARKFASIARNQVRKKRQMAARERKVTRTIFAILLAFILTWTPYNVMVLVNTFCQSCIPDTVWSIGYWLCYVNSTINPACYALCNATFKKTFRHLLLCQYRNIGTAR
M5 antag – antagonists of human muscarinic M5 receptor (CHRM5). CHO-hM5 cells, Fluo-8 calcium fluorescence, ACh EC80. actives 0.59% (n = 360,000). inhibition, % at 3 µM;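 active = inhibition above a per-plate cutoff, the mean of that plate's test compounds plus 3 SD, cut at about 27% in these data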;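 note: 0% = acetylcholine EC80 with DMSO and 100% = DMSO without agonist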
M5 PAM – positive allosteric modulators of human muscarinic M5 receptor | P08912 | CHO-K1 hM5, Fluo-8 calcium, ACh EC20 PAM; 0% = ACh EC20, 100% = ACh EC100 | activation, % at 3 µM | actives 0.3% (n = 360,000) | AID 624038;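 active = activation above the run cutoff, the mean activation of all test compounds plus 3 SD, cut at about 18% in these data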
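system = human M5 receptor in CHO-K1 cells | compound = one concentration, 3 µM final (nominal) | schedule = Post-acetylcholine fluorescence recording 140 s | signal = Fluo-8 calcium dye fluorescence, kinetic read | benchmarks = low control EC20 acetylcholine (0%), high control EC100 acetylcholine (100%) | repeats = singlicate, one well per test compound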
M1 antag – antagonists of human M1 muscarinic receptor; P11229; CHO-K1 hM1, Fluo-8 calcium fluorescence, ACh EC80 antagonist; inhibition, % at 3 µM; actives 1.3% (n = 360,000); AID 588852;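 active = percent inhibition above its own plate's cutoff, namely the mean of that plate's compound wells plus 3 SD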;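 note: peak over basal fluorescence ratio during 140 s after agonist addition; 0% = ACh EC80 plus DMSO and 100% = DMSO alone without agonist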
Target sequence (P11229 whole entry, looked up): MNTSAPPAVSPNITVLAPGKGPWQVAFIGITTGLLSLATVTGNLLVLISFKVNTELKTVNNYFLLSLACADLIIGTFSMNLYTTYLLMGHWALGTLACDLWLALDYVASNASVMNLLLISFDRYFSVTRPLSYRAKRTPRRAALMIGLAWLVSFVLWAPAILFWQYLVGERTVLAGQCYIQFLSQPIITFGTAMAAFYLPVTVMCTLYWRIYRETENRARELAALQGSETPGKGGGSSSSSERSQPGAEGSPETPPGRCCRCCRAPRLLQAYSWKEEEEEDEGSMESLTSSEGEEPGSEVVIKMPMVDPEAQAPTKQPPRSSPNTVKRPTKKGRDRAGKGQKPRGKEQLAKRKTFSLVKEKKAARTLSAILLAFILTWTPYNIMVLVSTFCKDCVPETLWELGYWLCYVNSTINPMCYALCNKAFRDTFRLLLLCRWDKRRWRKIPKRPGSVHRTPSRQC
CHRM5 agonist – CHRM5 agonism in calcium assay; activation, % at 3 µM; AID 624037; actives 0.19% (n = 360,000); CHO-K1 hM5 cells, Fluo-8 calcium fluorescence; 0% DMSO wells, 100% maximal acetylcholine response; P08912;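 active = activation above the run's mean over test compounds plus 3 SD, cut at about 23% in these data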;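 note: signal is peak over basal fluorescence ratio across the kinetic read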
CHRM4 PAM – CHRM4 positive allosteric modulation; P08173; CHO-K1 hM4/Gqi5, Fluo-8 calcium fluorescence, ACh EC20; 0% = ACh EC20, 100% = maximal ACh; activation, % at 3 µM; actives 0.4% (n = 360,000); AID 624126;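 active = activation above its plate's cutoff, the mean activation of sample wells plus 3 SD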; note: some results filed as inactive read as strong as hits
CHRM4 agonist – agonists of human muscarinic M4 receptor (CHRM4); activation, % at 3 µM; P08173; CHO-K1 hM4/Gqi5, Fluo-8 calcium fluorescence; vehicle 0%, full acetylcholine response 100%; actives 0.14% (n = 360,000); AID 624127;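 active = activation above the run mean over all test wells plus 3 SD, cut at about 32% in these data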;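 note: peak over basal fluorescence ratio per well then scaled between controls; 0% = DMSO wells and 100% = acetylcholine at EC100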
M1 PAM – potentiates human M1 receptor response to acetylcholine; actives 0.088% (n = 360,000); activation, % at 3 µM; CHO-K1 hM1, Fluo-8 calcium fluorescence, ACh EC20; 0% = ACh EC20, 100% = maximal ACh; P11229; in the data active = activation above about 19%, passing the limit was not always enough
An asterisk follows results filed as active; . = not tested or not shown.

SMILES	CRFBP-R2 agonist	CHRM4 antagonist	M5 antag	M5 PAM	M1 antag	CHRM5 agonist	CHRM4 PAM	CHRM4 agonist	M1 PAM
CCN1C(=O)C(CC(=O)Nc2cc(C)ccc2C)SC1=Nc1ccc(S(N)(=O)=O)cc1 (stereo not given)	-1.4	6	7	-8	-3	1	2	5	0
O=C(NN=C1CCCC1)c1cc(O)cc(O)c1	2.3	1	8	-3	0	0	2	1	-2
Cc1cc(C)c2nc(N(CCN(C)C)C(=O)c3ccc(S(=O)(=O)N(C)CC4CCCO4)cc3)sc2c1 (stereo not given)	0.9	-7	0	3	-12	-4	1	2	8
S=C1NC(c2ccccc2)=NCN1c1ccc(Cl)cc1	0.3	3	-6	-9	1	-5	3	0	5
COc1ccc(C(=O)Nc2ccc(-c3ccc(NC(=O)c4ccc(OC)cc4)c(OC)c3)cc2OC)cc1	-0.3	-5	3	1	-6	-2	-1	0	6
Fc1ccc(Nc2c3c(nc4ccccc24)CCC3)cc1	0.3	-1	14	-15	11	-4	-9	17	-5
COc1ccc(C(=O)N2CC3(CC(c4cccc(NC(=O)COc5ccc(Cl)cc5)c4)=NO3)C[C@@H]2C(N)=O)cc1 (stereo not given in full)	1.9	2	16	-4	-15	-3	5	2	7
CNc1c(NS(=O)(=O)c2ccc(F)c(Cl)c2)c(=O)oc2ccccc12	0.9	-3	-2	-3	-1	0	-3	4	0
CC1CCCN(C(=O)CCc2ccccc2)C1 (stereo not given)	-0.4	4	1	2	3	-2	-4	0	1
Cc1cccc(/C=C2/S/C(=N/N=C3\CC4CCC3(C)C4(C)C)NC2=O)c1 (stereo not given)	2.9	-1	10	-7	11	-1	4	-1	-8
COc1ccc(NC(=O)CCCn2cnc3ccccc3c2=O)c(OC)c1	-0.8	-2	11	0	-12	-3	4	0	16
Cc1ccccc1NC(=O)/C(C#N)=C/c1ccccc1C(F)(F)F	-0.9	7	4	-2	9	-1	0	0	-4
COc1ccccc1NC(=O)Cc1noc(CSc2n[nH]c(N)n2)n1	-0.1	-5	4	1	-9	0	18	1	9
COc1ccccc1NC(=O)CSc1nc2nc(C)cc(C)c2c(=O)[nH]1	-1.8	0	-2	1	-16	0	19	2	11
CCN1C(=O)[C@H]2[C@@H](c3ccc(OC)cc3)N[C@]3(CCCN(Cc4ccc(F)cc4)C3=O)[C@H]2C1=O	-0.9	-1	14	-2	-13	0	5	-1	8
CCc1nc2oc3cc(OC)ccc3c(=O)c2c(=O)n1Cc1ccco1	0.5	2	7	-6	0	-5	-3	1	4
O=C(N/C(=C/c1ccccc1)C(=O)N1CCCCCC1)c1ccccc1	0.7	-9	22	-7	-2	-1	2	3	0
CCOc1ccc(CCNC(=O)CS(=O)Cc2nc(-c3ccc(OC)c(OC)c3)oc2C)cc1OCC (stereo not given)	0.4	10	5	3	-21	-4	-1	1	13
C#CCOc1ccc(Cl)cc1/C=N/O	-0.2	7	-1	-3	-14	-1	-1	1	3
COc1cccc(CC(NC(C)=O)C(=O)NC2CCN(C(=O)c3ccncc3)CC2)c1OC (stereo not given)	0.1	-23	4	0	-1	-4	3	2	0
Cc1cc(C(=O)CCC(=O)Nc2ccc(C(N)=O)cc2)c(C)s1	0.4	1	8	-1	-1	2	1	2	-3
CC(=O)c1c(N2CCN(C(=O)c3ccco3)CC2)nc(=S)n(-c2ccccc2)c1C	0.2	26	1	-17	21	-6	-12	0	-28
O=C(CC(=O)c1ccccc1)Nc1ccc(Cl)cc1	-0.2	-4	-4	-5	-6	-4	-8	5	5
O=C(NCC1(N2CCOCC2)CCCCC1)c1cccc(S(=O)(=O)N2CCc3ccccc3C2)c1	-1.1	-2	0	-1	5	-7	-4	2	-5
O=C(c1ccco1)N1CCN(S(=O)(=O)c2cccc3nsnc23)CC1	2.0	-18	-5	-1	-13	-4	1	2	7
SMILES	CRFBP-R2 agonist	CHRM4 antagonist	M5 antag	M5 PAM	M1 antag	CHRM5 agonist	CHRM4 PAM	CHRM4 agonist	M1 PAM
CCn1c(SCC(=O)Nc2ccc(C(C)=O)cc2)nc2ccccc21	0.2	-6	-2	-2	8	-3	-1	3	-6
Cc1cccc(CN2C(=O)c3ccccc3Sc3ccc(C(=O)NCCCN4CCOCC4)cc32)c1	2.4	14	-4	4	2	-4	-5	4	0
Clc1ccccc1Nc1nc(NCc2ccccc2)nc2ccsc12	.	10	22	-13	17	3	-8	6	-14
CC(=O)c1ccc(OCC(O)CN2C(C)(C)CC(O)CC2(C)C)cc1 (stereo not given)	1.9	3	3	-4	-10	0	-9	0	8
O=C(COC(=O)c1ccc(Cl)nc1)Nc1ccccc1OC(F)F	-0.2	-15	4	-1	-12	-1	8	1	10
CC1CC(C)CN(C(=O)Nc2ccccc2F)C1 (stereo not given)	-2.2	3	-3	5	1	1	0	0	0
CC(C)n1c(CCC(=O)O)ccc1-c1ccccc1	-1.8	-2	0	3	22*	7	6	2	-4
O=C(O)c1ccc(/C=N/NC(=O)c2ccc(NS(=O)(=O)c3cccs3)cc2)cc1	1.0	-14	-5	3	2	-2	16	0	-8
O=C1CN(C(=O)COC(=O)CCS(=O)(=O)c2ccccc2Cl)c2ccccc2N1	-2.1	0	8	1	-9	-1	9	1	6
Cc1ccc(Cl)cc1NCN1C(=O)c2ccccc2C1=O	-1.6	-7	0	-1	-9	2	13	0	4
CCOc1ccc(Oc2cc(C)nc(SC)n2)nn1	-1.8	-2	5	-1	-9	-2	-3	0	9
COc1ccc(/C=C/C(=O)N2CCN(c3ccccn3)CC2)c2ccccc12	1.3	-1	4	-4	-9	-7	-6	5	4
O=C(O)c1ccc(-n2ncc3c2/C(=C\c2cccc([N+](=O)[O-])c2)CC3)cc1	-4.3	-18	2	-2	-7	1	8	0	8
COc1ccccc1OCC(=O)NNC(=O)c1ccc(F)c(S(=O)(=O)N2CCOCC2)c1	1.4	-8	0	0	-8	4	2	2	4
O=C(NCCC1CCCCN1S(=O)(=O)c1ccc(F)cc1)C(=O)NCc1ccncc1 (stereo not given)	-2.9	-4	5	-1	-3	-8	-4	2	3
Cc1ccc(C)n1-c1ccncc1	5.0	-6	2	2	-6	0	1	1	5
COC(=O)c1cccc(NC(=O)CCNC(=O)c2ccco2)c1	0.2	-9	14	-2	10	-3	-2	4	6
CC(C)CCN(C)C1CCN(S(=O)(=O)c2ccc(F)cc2)CC1	0.2	1	5	-6	19	-4	-4	0	-15
N#CC(C#N)=NNc1ccc([N+](=O)[O-])cc1	21	-8	16	-17	2	8	0	6	-11
CCNC(=S)NNC(=O)Nc1ccccc1	0.4	3	6	-1	-2	3	-2	-1	5
O=c1[nH]c(C2CCCN(S(=O)(=O)c3ccccc3)C2)nc2c1nnn2Cc1ccccc1F (stereo not given)	-0.5	3	13	-4	-4	-2	1	1	3
CC(C)C(NC(=O)c1cccs1)C(=O)NC1=NCCS1 (stereo not given)	-0.5	3	8	2	-7	2	20	0	10
C/C(=N/NC(=O)CNC(=O)C(c1ccccc1)c1ccccc1)c1ccco1	-0.8	0	11	-2	-4	-2	-4	0	5
CC1(C)Cc2noc(N)c2C(C)(C)N1O	-0.1	-3	-12	5	7	0	15	0	8
COCc1cc(=O)n2[nH]cc(-c3ccsc3)c2n1	1.8	-12	2	-2	-12	-4	8	0	11
SMILES	CRFBP-R2 agonist	CHRM4 antagonist	M5 antag	M5 PAM	M1 antag	CHRM5 agonist	CHRM4 PAM	CHRM4 agonist	M1 PAM
Cc1onc(-c2ccccc2)c1C(=O)OCC(=O)Nc1cc(S(=O)(=O)N2CCOCC2)ccc1Cl	-0.6	-7	-6	-1	-5	-3	4	2	-7
CC1CCCCN1C(=O)C(Cc1ccccc1)N1C(=O)C2CCCCC2C1=O (stereo not given)	-1.0	5	21	-16	5	0	-22	14	-7
CCO[C@H]1OC(C(=O)NCc2nc3ccccc3[nH]2)=C[C@@H](c2ccc3c(c2)OCO3)[C@@H]1CCCO	-1.4	9	13	-13	8	-10	-6	6	-11
CCC(CC)c1nnc(NC(=O)C2=COCCO2)s1	0.3	-5	-1	2	-3	-5	1	0	4
Cc1cc(NS(=O)(=O)c2ccc(NC(=O)CSc3nc4ncccc4[nH]3)cc2)nc(C)n1	-2.3	-9	-5	10	-4	4	1	1	2
CN(C)CCCNc1nc2cc(-c3ccccc3)sc2c(=O)n1C	.	-18	-4	-2	-9	-1	12	3	5
O=C(Nc1ccn(CCCN2CCN(Cc3cccc4ccccc34)CC2)c(=O)n1)OCc1ccccc1	-0.3	-9	12	-7	30*	-2	-10	11	-24
Cc1ccc(S(=O)(=O)c2nc(/C=C/c3ccccc3)oc2N2CCC(C(N)=O)CC2)cc1	-0.7	2	7	-4	10	2	5	2	-5
Nc1ccc(C(=O)N2CCN(S(=O)(=O)c3ccc4c(c3)OCCO4)CC2)cc1[N+](=O)[O-]	-0.6	-3	11	-3	-8	1	-3	14	4
CC(C)[C@H](N)c1cn([C@@H](CC(N)=O)C(=O)N2CCNCC2)nn1	-2.5	-5	4	14	-8	-1	12	1	16
N#CC(C#N)=C/C(C#N)=C(/N)N1CCN(c2ccc(Cl)cc2)CC1	-0.1	2	11	-4	25	2	-8	9	-6
CCCn1c(CNc2ccc(Br)cc2)nc2ccccc21	-1.8	-4	19	-17	-3	5	-9	8	1
Cc1nc2c(-c3ccccc3)c(C)nn2c(C)c1CCC(=O)NCc1ccco1	-7.5	-11	7	-8	-9	-3	2	2	6
Cc1cccc(C)c1NC(=O)c1ccc(-n2cnnn2)cc1	-0.2	-6	1	-4	-6	0	-5	0	2
Cc1cnc(C(=O)OC(C)C(=O)Nc2cccc3ccccc23)cn1 (stereo not given)	-2.5	-12	-6	6	-6	-2	6	2	8
COCCn1c(N2CCN(c3ccc(OC)cc3)CC2)nc2c1c(=O)n(C)c(=O)n2C	-1.4	5	2	2	-6	0	6	0	6
COc1ccccc1-c1c(C(F)(F)F)oc2cc(OS(C)(=O)=O)ccc2c1=O	-0.6	7	10	-13	32	5	-17	15	-16
Cc1ccc2c(c1)C1CN(C)CCC1N2S(=O)(=O)c1cccc(F)c1 (stereo not given)	-0.3	2	2	-6	-13	-5	1	1	8
CCN1CCN(c2nc3c(c(=O)[nH]c(=O)n3C)n2CCSc2nc3ccccc3s2)CC1	0.2	-5	-1	0	12	-2	-5	1	0
O=C1c2ccccc2CCc2ccc(Br)cc21	-0.7	4	15	3	2	-3	8	1	3
